Neddyl block = cullin neddylation inhibition; actives 0.58% (n = 360,000); TR-FRET cullin neddylation, biochemical; P61081+Q13564; calls only at 25 µM; in the data active = inhibition above about 36%
FAS TE block = blocks the thioesterase domain of human fatty acid synthase. recombinant FAS-TE, OMFH fluorogenic substrate, fluorescence endpoint. inhibition, % at 15 µM. actives 0.67% (n = 360,000). AID 602261;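 active = compounds whose normalised, plate-corrected inhibition of enzyme fluorescence in the single-dose primary screen is 50% or more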;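 also: 0% = DMSO with enzyme and 100% = substrate without enzyme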
bovine MsrA act = activates bovine MsrA enzyme; purified bovine MsrA, absorbance read-out; actives 0.3% (n = 360,000); activation, % at 10.6 µM; in the data active = activation above about 7.5%;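 also: 0% = vehicle and 100% = reference activator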
CendR NRP1 mod = NRP-1/CendR interaction modulation | FAM-RPARPAR peptide binding to NRP-1, fluorescence polarization | inhibition, % at 25 µM | actives 0.85% (n = 360,000);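 active = inhibition or corrected inhibition above about 18%, plus a signal ratio from 0.5 to 1.5, limit read from the data, passing the limit was not always enough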; also: strong numbers were not always called active
Rin1 Abl inh = blocks binding of human Rin1 to Abl | P00519+Q13671 | TR-FRET Rin1/Abl binding, biochemical | inhibition, % at 7.35 µM | actives 0.4% (n = 360,000); in the data active = inhibition above about 5%, passing the limit was not always enough
MsrA inhibitor = inhibits bovine methionine sulfoxide reductase A; purified bovine MsrA, absorbance read-out; actives 0.75% (n = 360,000); inhibition, % at 15.5 µM; in the data active = inhibition above about 4.5%;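 also: 0% = vehicle wells with enzyme and 100% = reference inhibitor wells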
MT1-MMP act inh = inhibitors of human MT1-MMP activation; P50281; HT1080 RFP-PRO-GFP cells, GFP/RFP ratio fluorescence, overnight; percent of plate control window, DMSO zero; GFP/RFP ratio change, % at 20 µM; actives 0.061% (n = 360,000); AID 651647;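 active = GFP/RFP ratio change of at least 30% with cell ATP level not reduced by more than half and red fluorescence within 50% of control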; also: strong numbers were not always called active
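Read-out: GFP/RFP fluorescence ratio; Test system: RFP-PRO-GFP reporter HT1080 cells; Compound dosing: single-point 20 µM compound, 1% DMSO; Times: overnight compound exposure at 37 °C.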
E coli Lon inh = inhibitors of E. coli Lon protease. P0A9M0. AID 602123. purified E. coli Lon protease, fluorescence polarization. inhibition, % at 7.94 µM. actives 0.42% (n = 360,000); in the data active = inhibition above about 13%, passing the limit was not always enough;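 also: 0% = enzyme with probe and DMSO and 100% = no enzyme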
Target sequence (P0A9M0 whole entry, looked up): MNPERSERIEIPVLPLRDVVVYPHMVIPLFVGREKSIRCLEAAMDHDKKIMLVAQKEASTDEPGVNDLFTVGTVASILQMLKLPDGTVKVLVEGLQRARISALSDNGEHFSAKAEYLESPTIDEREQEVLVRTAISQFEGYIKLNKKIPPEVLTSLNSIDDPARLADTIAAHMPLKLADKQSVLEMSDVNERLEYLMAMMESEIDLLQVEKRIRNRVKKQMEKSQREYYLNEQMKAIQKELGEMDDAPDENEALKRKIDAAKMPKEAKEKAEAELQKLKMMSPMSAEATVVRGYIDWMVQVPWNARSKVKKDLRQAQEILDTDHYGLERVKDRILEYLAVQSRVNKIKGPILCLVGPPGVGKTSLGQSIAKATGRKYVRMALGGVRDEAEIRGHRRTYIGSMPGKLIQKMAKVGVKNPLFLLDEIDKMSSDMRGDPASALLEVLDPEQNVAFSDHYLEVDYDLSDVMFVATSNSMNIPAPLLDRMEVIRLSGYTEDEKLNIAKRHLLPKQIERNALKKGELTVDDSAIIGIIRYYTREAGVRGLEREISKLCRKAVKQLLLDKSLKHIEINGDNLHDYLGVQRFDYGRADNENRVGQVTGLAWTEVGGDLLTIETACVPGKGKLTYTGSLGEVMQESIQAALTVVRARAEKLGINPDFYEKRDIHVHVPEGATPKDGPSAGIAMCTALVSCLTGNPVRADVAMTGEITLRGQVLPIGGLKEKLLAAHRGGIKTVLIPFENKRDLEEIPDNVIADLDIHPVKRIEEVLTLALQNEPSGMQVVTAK
SKN-1 block = C. elegans SKN-1 inhibition. C. elegans VP596 Pgst-4::GFP/RFP ratio, acrylamide-induced, 24 h. inhibition, % at 21.8 µM. actives 0.49% (n = 360,000). AID 624304;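 active = interference check ratio from 0.5 to 1.5 plus GFP to RFP signal ratio inhibition reaching or exceeding a fixed threshold, cut at about 30% in these data, passing the limit was not always enough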; also: some compounds called inactive have numbers as strong as hits
* hit, by the source's call; i = inactive. An excerpt (hit frequency here may not be typical).

cpd | SMILES | Neddyl block | FAS TE block | bovine MsrA act | CendR NRP1 mod | Rin1 Abl inh
1 | COC(=O)C1=C(c2ccc(F)cc2OCc2ccccc2)C[C@@H]2CC[C@H]1N2C(=O)NCc1cccc(OC)c1 | i | 17 | -2 | 14 | 2
2 | CCCCn1c(N)c(N(CCOC)C(=O)CN2CC=C(c3ccccc3)CC2)c(=O)[nH]c1=O | i | -3 | -3 | 4 | 0
3 | CCNC(=O)[C@H]1O[C@@H](n2cnc3c(N)ncnc32)[C@H](O)[C@@H]1O | i | 1 | 0 | -2 | 0
4 | Cc1cc(=O)oc2cc(OCC(=O)N3C[C@H]4C[C@@H](C3)c3cccc(=O)n3C4)ccc12 | i | -2 | -2 | 7 | 2
5 | O=C(c1cc2c(s1)CCCC2)N1CCC2(CC1)OCCO2 | i | -4 | 3 | 1 | 2
6 | CN(C)C(=O)Oc1ccc2c(=O)c(Oc3ccccc3Br)coc2c1 | i | 2 | -1 | 6 | 2
7 | NS(=O)(=O)c1cccc(N2CCNCC2)c1 | i | -1 | 0 | 0 | -1
8 | COc1ccc(/C=C2\C(=O)NC(=O)N(Cc3ccccc3)C2=O)c(OC)c1OC | i | -10 | -3 | -2 | 1
9 | C#C[C@]1(O)CC[C@H]2[C@@H]3CCC4=CC(=O)CC[C@]4(C)[C@H]3CC[C@@]21C | i | -4 | -2 | -4 | -3
10 | Cn1c(O)c(C(=Nc2ccccc2)SCc2ccc(Cl)cc2)c(=O)n(C)c1=O | i | -7 | -4 | -6 | 3

cpd | MsrA inhibitor | MT1-MMP act inh | E coli Lon inh | SKN-1 block
1 | 1.3 | -5 | -9 | -6
2 | -0.4 | -5 | -7 | -3
3 | -0.9 | 2 | 12 | 17
4 | 0.7 | 1 | -11 | -2
5 | 1.4 | -10 | -3 | 16
6 | 0.0 | -1 | 1 | 13
7 | 1.4 | -2 | -1 | 9
8 | 0.5 | -5 | -7 | 12
9 | 2.2 | 0 | 1 | -2
10 | 0.8 | -11 | 5 | 1

(cont.)
cpd | SMILES | Neddyl block | FAS TE block | bovine MsrA act | CendR NRP1 mod | Rin1 Abl inh
11 | CC(=O)N1CCCSC1=Nc1ccccc1 | i | -8 | 0 | -1 | -1
12 | Cc1ccc(NP(=O)(Oc2ccccc2)Oc2ccccc2)cc1 | i | -2 | -2 | -1 | 0
13 | O=P(O)(O)COc1ccccc1O | i | -4 | 3 | -5 | -3
14 | CCc1ccccc1NC(=O)N1C[C@H]2C[C@@H](C1)c1cccc(=O)n1C2 | i | -6 | -5 | 1 | -1
15 | OCC#CC[N+]1(CC#Cc2ccccc2)CCOCC1 | i | -10 | -3 | -11 | 0
16 | Cn1c(C(=O)O)c(CC(=O)N2CCN(Cc3ccccc3)CC2)c2ccccc21 | i | -6 | -3 | 9 | -4
17 | CN(C)P(=O)(N(C)C)N1CC1 | i | -2 | 0 | 2 | 4
18 | C=C[C@H]1CN2CC[C@H]1C[C@@H]2[C@@H](O)c1ccnc2ccccc12 | i | -1 | -1 | -2 | -3
19 | O=c1[nH]c2ccccc2n1C1CCN(C(c2nnnn2C2CCCC2)C2CC2)CC1 (stereo unspecified) | i | 0 | -3 | 6 | 31*
20 | C[C@H]1CCCC(=O)CCC/C=C/c2cc(O)cc(O)c2C(=O)O1 | i | 9 | 0 | -8 | -3

cpd | MsrA inhibitor | MT1-MMP act inh | E coli Lon inh | SKN-1 block
11 | -0.7 | 5 | 6 | 5
12 | -1.1 | 2 | -8 | 10
13 | 0.6 | 4 | -4 | -1
14 | 0.3 | 1 | -10 | -20
15 | -1.5 | -4 | -2 | 16
16 | 2.3 | -8 | 10 | 3
17 | -0.7 | 2 | -7 | 6
18 | -0.7 | -1 | 3 | 2
19 | 0.9 | 1 | -12 | -6
20 | 1.5 | -2 | -3 | 1

Other compounds:
cpd | SMILES | Neddyl block | FAS TE block | bovine MsrA act | CendR NRP1 mod | Rin1 Abl inh
21 | CCN1C(=O)C(=C/C=C/c2ccco2)C(=O)N(CC)C1=S | i | -6 | -4 | 134 | 1
22 | O=c1[nH]c(=O)n(CCC2=CCCCC2)c(O)c1C=Nc1cccc(F)c1 | i | -6 | 1 | -1 | 2
23 | Cc1cccn2c(=O)c3c(nc12)N1CCc2ccccc2C1C1(C3)C(=O)NC(=O)N(C)C1=O (stereo unspecified) | i | -6 | -3 | -4 | -4
24 | COC(=O)C1=C(c2ccc(OC(F)(F)F)cc2)C[C@@H]2CC[C@H]1N2C(=O)NCCCOC(C)C | i | 0 | -1 | 3 | -2
25 | Cc1nc2cc(C(F)(F)F)ccc2n1C1CCN(Cc2nnnn2Cc2cccs2)CC1 | i | 20 | 3 | -2 | 1
26 | COC(=O)c1ccc(CN2CCN(Cc3ccccc3)CC2)cc1 | i | -5 | -3 | 0 | -5
27 | O=C(COc1ccccc1)N1CCN(Cc2c[nH]c3ccccc23)CC1 | i | -6 | 1 | 5 | -2
28 | COP(=O)(C#Cc1ccccc1)C(O)c1ccc(Br)cc1 (stereo unspecified) | i | 5 | -6 | 4 | -2
29 | O=c1[nH]c(=S)n(-c2ccc(F)cc2)c(O)c1/C=N/N1CCOCC1 | i | -4 | -6 | -2 | 1
30 | O=c1c2ccccc2nc(-c2ccccc2)n1-c1cccc(O)c1 | i | -1 | -3 | -8 | -1

cpd | MsrA inhibitor | MT1-MMP act inh | E coli Lon inh | SKN-1 block
21 | 0.1 | -4 | -155 | 64
22 | -0.9 | -32 | -6 | 7
23 | 0.2 | 3 | -1 | 7
24 | -1.1 | -3 | 0 | 7
25 | -0.2 | 1 | 11 | 0
26 | -0.8 | 2 | 9 | 4
27 | -0.7 | 4 | 7 | 0
28 | 1.5 | -1 | 7 | -9
29 | 2.4 | 0 | -1 | -1
30 | -1.4 | -4 | -2 | 10

The listing continues:
cpd | SMILES | Neddyl block | FAS TE block | bovine MsrA act | CendR NRP1 mod | Rin1 Abl inh
31 | O=C(COc1ccc(Cl)cc1)NCCc1cnc[nH]1 | i | -2 | -1 | 4 | -1
32 | O=C(Cn1ncn2c(cc3cc(F)ccc32)c1=O)N1CCC2(CC1)OCCO2 | i | -5 | -4 | 17 | 0
33 | O=C(N/N=C/c1c(O)n(C2CCCCC2)c(=S)[nH]c1=O)c1ccccc1 | i | 18 | -3 | -16 | -1
34 | COc1cc(/C=C2\C(=O)NC(=O)N(c3ccccc3)C2=O)cc(OC)c1O | i | -6 | -2 | -6 | 0
35 | CC(Cc1ccccc1)NC(=O)NC(C)Cc1ccccc1 (stereo unspecified) | i | -7 | -10 | 22 | 1
36 | NCCc1ccc(S(=O)(=O)F)cc1 | i | -3 | -4 | 0 | -1
37 | COc1cc(C2SCC(=O)Nc3c2c(C)nn3-c2ccccc2)cc(OC)c1OC (stereo unspecified) | i | -10 | -2 | -5 | -1
38 | CN(C(=O)Oc1ccc(C(C)(C)C)cc1)c1ccccc1 | i | 12 | -2 | 1 | -2
39 | Cc1ccc(OP(=O)(Nc2cccc(C)c2)Oc2ccc(C)cc2)cc1 | i | 20 | -3 | -6 | 1
40 | S=C=Nc1ccccn1 | i | -8 | -1 | 14 | 1

cpd | MsrA inhibitor | MT1-MMP act inh | E coli Lon inh | SKN-1 block
31 | 0.6 | 8 | 2 | 2
32 | -0.4 | 1 | 1 | 6
33 | 0.7 | 15 | -2 | 9
34 | 4.1 | -3 | -25 | 6
35 | -0.2 | 3 | 5 | 8
36 | -0.9 | -1 | -9 | 32
37 | -1.1 | 1 | 6 | -8
38 | -0.4 | -3 | -1 | 11
39 | 1.5 | -6 | 5 | 2
40 | -0.5 | -1 | 8 | 1

(continued)
cpd | SMILES | Neddyl block | FAS TE block | bovine MsrA act | CendR NRP1 mod | Rin1 Abl inh
41 | COc1ccc(CN2CCN(c3ccccc3)CC2)c(C)c1C | i | 16 | -1 | 10 | -3
42 | O=c1c2ccccc2nc(Cc2ccccc2)n1-c1ccc(O)cc1 | i | -2 | -13 | -6 | 4
43 | Cc1ccc(-n2c(C)cc(/C=C3/C(=O)NC(=O)N(Cc4ccco4)C3=O)c2C)cc1 | i | -8 | 0 | -15 | 3
44 | CC(C)COc1ccc(Cc2c(O)[nH]c(=S)[nH]c2=O)cc1 | i | 4 | -9 | 5 | 0
45 | Cc1cc(/C=C2\C(=O)NC(=O)N(c3cccc(F)c3)C2=O)c(C)n1-c1ccc(C(=O)O)c(Cl)c1 | i | -4 | -1 | -42 | -2
46 | Clc1ccc(-c2nc3ccc(Cl)cn3c2CN2CCOCC2)cc1 | i | -1 | 0 | 50* | -6
47 | COC(=O)C1=C(c2ccc(-c3ccccc3)c(F)c2)C[C@@H]2CC[C@H]1N2C(=O)NCc1ccco1 | i | 8 | -5 | 1 | 2
48 | Fc1ccc(N2CCN(Cc3cc4c(cc3Br)OCO4)CC2)cc1 | i | 25 | -4 | 1 | 3
49 | COc1ccc(C)cc1NC1=NCCCS1 | i | -8 | -14 | 4 | 0
50 | O=C(Nc1ccc(F)cc1F)c1cccn(Cc2ccccc2)c1=O | i | 13 | -2 | 0 | 8

cpd | MsrA inhibitor | MT1-MMP act inh | E coli Lon inh | SKN-1 block
41 | -0.5 | -1 | -13 | 13
42 | 0.9 | -4 | 4 | -1
43 | 0.3 | -6 | -30 | 6
44 | -0.8 | -2 | 5 | 20
45 | 1.1 | -27 | -32 | 1
46 | 0.3 | 2 | -10 | 2
47 | -0.8 | 2 | -14 | 0
48 | -0.7 | -1 | 1 | -14
49 | -0.7 | 7 | 5 | -10
50 | -1.8 | -1 | 0 | -4

Other structures:
cpd | SMILES | Neddyl block | FAS TE block | bovine MsrA act | CendR NRP1 mod | Rin1 Abl inh
51 | C[N+](C)(C)CC1CCCc2ccccc2C1=O (stereo unspecified) | i | -3 | -3 | 15 | 5
52 | CC(Cc1ccccc1)N1C(=O)c2ccccc2C1=O (stereo unspecified) | i | 3 | -3 | 21 | 3
53 | O=c1c2ccccc2nc(CNCc2ccco2)n1-c1ccc(F)cc1 | i | -5 | -7 | -10 | -2
54 | O=C(c1ccc2c(c1)OCO2)C1CCCN(Cc2ccccn2)C1 (stereo unspecified) | i | -3 | -2 | 5 | 2
55 | CN(C)C(=O)Oc1ccc2oc(=O)cc(-c3cc4ccccc4o3)c2c1 | i | 18 | -2 | 1 | -1

cpd | MsrA inhibitor | MT1-MMP act inh | E coli Lon inh | SKN-1 block
51 | -0.3 | 0 | -20 | 26
52 | -1.3 | 4 | -11 | -11
53 | -0.2 | -2 | 3 | -1
54 | 1.3 | 1 | 6 | 6
55 | 0.2 | -6 | -2 | 16

In the list so far, eight have an NH in an aromatic ring.
cpd | SMILES | Neddyl block | FAS TE block | bovine MsrA act | CendR NRP1 mod | Rin1 Abl inh
2 | CCCCn1c(N)c(N(CCOC)C(=O)CN2CC=C(c3ccccc3)CC2)c(=O)[nH]c1=O | i | -3 | -3 | 4 | 0
19 | O=c1[nH]c2ccccc2n1C1CCN(C(c2nnnn2C2CCCC2)C2CC2)CC1 (stereo unspecified) | i | 0 | -3 | 6 | 31*
22 | O=c1[nH]c(=O)n(CCC2=CCCCC2)c(O)c1C=Nc1cccc(F)c1 | i | -6 | 1 | -1 | 2
27 | O=C(COc1ccccc1)N1CCN(Cc2c[nH]c3ccccc23)CC1 | i | -6 | 1 | 5 | -2
29 | O=c1[nH]c(=S)n(-c2ccc(F)cc2)c(O)c1/C=N/N1CCOCC1 | i | -4 | -6 | -2 | 1
31 | O=C(COc1ccc(Cl)cc1)NCCc1cnc[nH]1 | i | -2 | -1 | 4 | -1
33 | O=C(N/N=C/c1c(O)n(C2CCCCC2)c(=S)[nH]c1=O)c1ccccc1 | i | 18 | -3 | -16 | -1
44 | CC(C)COc1ccc(Cc2c(O)[nH]c(=S)[nH]c2=O)cc1 | i | 4 | -9 | 5 | 0

cpd | MsrA inhibitor | MT1-MMP act inh | E coli Lon inh | SKN-1 block
2 | -0.4 | -5 | -7 | -3
19 | 0.9 | 1 | -12 | -6
22 | -0.9 | -32 | -6 | 7
27 | -0.7 | 4 | 7 | 0
29 | 2.4 | 0 | -1 | -1
31 | 0.6 | 8 | 2 | 2
33 | 0.7 | 15 | -2 | 9
44 | -0.8 | -2 | 5 | 20
